# Screening data: PubChem BioAssay, National Center for Advancing Translational Sciences (NCATS)
# RXFP1 antag – antagonists of human relaxin receptor RXFP1 | Q9HBX9 | HEK293-RXFP1, relaxin-stimulated cAMP HTRF, 30 min; hits give low values | activity change, negative = inhibition, % at 57.5 µM | 0.59% of 350,000 active;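 active = activity change of -60% or lower, but not beyond a set lower limit; inconclusive = change between -60% and -40%, or beyond the set limit; inactive = change above -40%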; note: % is set by controls: 0 for no effect and ±100 for the full control effect
# D1 antagonist – blocks dopamine activation of the human D1 receptor; 3.2% of 360,000 active; activity change, negative = inhibition, % at 10 µM; P21728; HEK293 TREx D1 cells, calcium flux, dopamine EC80; hits give low values; in the data active = activity change below about -30%; note: % is set by controls: 0 for no effect and ±100 for the full control effect
# Target sequence (P21728 whole entry, looked up): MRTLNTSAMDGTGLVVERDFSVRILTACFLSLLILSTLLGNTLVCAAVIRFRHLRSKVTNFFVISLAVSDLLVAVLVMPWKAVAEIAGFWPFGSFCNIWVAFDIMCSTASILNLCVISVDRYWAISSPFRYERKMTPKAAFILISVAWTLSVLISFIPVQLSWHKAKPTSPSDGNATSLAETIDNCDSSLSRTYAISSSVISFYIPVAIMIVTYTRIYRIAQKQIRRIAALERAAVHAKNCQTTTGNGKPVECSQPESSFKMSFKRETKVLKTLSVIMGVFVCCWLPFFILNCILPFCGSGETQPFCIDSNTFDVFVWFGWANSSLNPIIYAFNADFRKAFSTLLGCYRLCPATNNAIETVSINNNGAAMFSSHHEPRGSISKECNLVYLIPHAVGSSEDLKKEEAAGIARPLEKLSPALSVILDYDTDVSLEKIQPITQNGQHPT
#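 Compound effects on dopamine-evoked calcium signalling were measured in tetracycline-induced HEK293 Trex D1 cells. Dopamine at EC80 followed a 180 s compound pre-read, and fluorescence was tracked kinetically for 180 s more.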
# D1 PAM – human D1 dopamine receptor positive modulation | P21728 | HEK293 TREx D1 cells, calcium flux, dopamine EC20 potentiation | potentiation, % at 10 µM | 0.036% of 360,000 active; in the data active = potentiation above about 30%; note: 0% is about no effect
# RXFP1 ag – activates the human relaxin receptor RXFP1. Potency, µM (highest dose often 57.5 µM), for the others: at the highest dose activation, actives largely listed as activators. 0.3% of 370,000 active. HEK293T-RXFP1 cAMP TR-FRET, 30 min; response scale: percent of porcine relaxin response, buffer zero; note: potency is the fitted concentration of half-maximal effect; % is set by controls: 0 for no effect and ±100 for the full control effect; nearly all actives have a fitted effect of over 60% in size; many of its hits are not listed in these tables
#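 cAMP rise read by TR-FRET after 30 min, 37C compound exposure (up to 58 uM) in RXFP1-transfected HEK293 cells with Ro 20174 present. EC50 from Hill-equation fits, with 29 nM porcine relaxin as 100% and buffer as basal.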
# TRHR agonist – agonists of human TRH receptor. TRHR cells, calcium flux fluo-8, FDSS agonist mode. P34981. 0.18% of 360,000 active. activation, % at 2 µM; in the data active = activation above about 30%; note: 0% is about no effect
#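 Steps: seed TRHR cells overnight; add fluo-8 no-wash Ca dye, RT 30 min–1.5 h; record 10 s baseline; pin-transfer compounds; monitor fluorescence 1 cycle/s for the agonist window. Calcium increases flag candidate agonists.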
# D2 potentiator – positive allosteric modulators of human D2 dopamine receptor | P14416 | HEK293 T-REx D2, calcium flux, EC20 dopamine potentiation | potentiation, % at 10 µM | 0.34% of 340,000 active | AID 485347;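 active = potentiation over 3 SD above the plate norm, cut at about 30% in these data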; note: 0% is about no effect
# Target sequence (P14416 whole entry, looked up): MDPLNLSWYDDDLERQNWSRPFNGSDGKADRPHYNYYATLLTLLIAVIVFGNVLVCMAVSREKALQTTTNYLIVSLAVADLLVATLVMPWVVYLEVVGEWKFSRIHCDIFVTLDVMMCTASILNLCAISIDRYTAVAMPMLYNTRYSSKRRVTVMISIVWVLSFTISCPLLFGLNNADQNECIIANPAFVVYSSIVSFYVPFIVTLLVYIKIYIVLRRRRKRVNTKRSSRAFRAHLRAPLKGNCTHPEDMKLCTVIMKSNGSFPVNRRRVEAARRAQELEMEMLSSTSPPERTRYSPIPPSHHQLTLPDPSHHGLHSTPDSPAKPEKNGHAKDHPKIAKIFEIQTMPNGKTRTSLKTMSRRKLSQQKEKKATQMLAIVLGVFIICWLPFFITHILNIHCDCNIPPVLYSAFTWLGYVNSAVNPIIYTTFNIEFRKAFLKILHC
#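 Calcium flux readout, no-wash dye, 1 read/s. Inducible HEK293 Trex D2 line, overnight 30 C. Compound alone 180 s (agonist flags), then EC20 dopamine, another 180 s to score potentiation.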
# D1 agonist – activates the human D1 dopamine receptor; P21728; HEK293 T-REx D1 cells, calcium flux, agonist mode; activation, % at 2 µM; 1% of 360,000 active; AID 504660; in the data active = activation above about 30%; note: 0% is about no effect
#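 Tetracycline-induced HEK293 TREx D1 cells, force-coupled to calcium signalling, were dye-loaded with a no-wash calcium kit. Compound was pin-added after a 10 s baseline. Fluorescence was read kinetically at 1 cycle/s for 180 s, with calcium rises flagged as agonism.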
# TRHR PAM – allosteric enhancers of human TRH receptor | P34981 | TRHR cells, fluo-8 calcium fluorescence, EC20 TRH enhancement | enhancement, % at 2 µM | 0.66% of 360,000 active | AID 493056; in the data active = enhancement above about 30%; note: 0% is about no effect
#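 Enhancer read-out: after compound pinning and an initial kinetic agonist-mode read, an EC20 of TRH (10 nM final) was injected and fluo-8 calcium signal (Ex 480/Em 530) followed at 1 s/cycle for 100 cycles in TRHR-expressing cells.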
# Anesthetic bind – candidate novel general anesthetic via apoferritin binding; apoferritin/1-aminoanthracene competitive binding, fluorescence; Potency, µM (series often up to 77.5 µM), without a hit: at the top dose activity change, negative = displacement, hits mostly inhibitors; 0.074% of 350,000 active; AID 485281; note: potency is the fitted concentration of half-maximal effect; % is set by controls: 0 for no effect and ±100 for the full control effect; nearly all actives have a fitted effect of over 20% in size
# Target sequence (P02791 2-175 limits assumed): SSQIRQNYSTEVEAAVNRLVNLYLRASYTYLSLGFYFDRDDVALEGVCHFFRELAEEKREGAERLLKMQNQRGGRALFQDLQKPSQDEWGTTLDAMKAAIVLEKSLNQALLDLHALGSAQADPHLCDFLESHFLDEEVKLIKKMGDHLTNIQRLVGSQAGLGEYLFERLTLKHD
#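 Probe: 1-aminoanthracene (50% saturated, PBS). Protein: horse-spleen apoferritin, 10 uM. Incubation: 10 min, room temperature. Detection: 380 nm excitation, 535 nm emission. Analysis: normalized response, four-parameter Hill.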
# Starred values were filed as active, the others as inactive; ? = inconclusive; nt = not tested or not shown; & = joins results of further samples; ! = a repeat was not active. Unless noted, calls come from the whole dose curve; as a rule, active = well fitted curve in the direction sought with a large enough effect; inconclusive = small, poorly fitted or top-dose-only effect, or another doubt; inactive = no such curve, though single readings can be large; an effect the other way counts as inactive or inconclusive. An excerpt, so the mix of outcomes need not match the whole.
SMILES,RXFP1 antag,D1 antagonist,D1 PAM,RXFP1 ag,TRHR agonist,D2 potentiator,D1 agonist,TRHR PAM,Anesthetic bind
C=CCn1c(COc2cccc(C)c2)nnc1SCn1nnc2ccccc2c1=O,-13,5,-2,3.1%,-0.7,0,2,-10,-9%
O=C(COC(=O)Cc1cccs1)NCc1ccc(F)cc1,-2,-25,-11,-1.0%,-1.2,-11,0,10,-8%
CC(=O)N(Cc1ccc(F)cc1)c1cccc(C)c1C,-20,5,-1,0.5%,-2.1,8,2,3,-8%
COc1ccc(S(=O)(=O)N(CC(=O)NC2CC2)c2ccc(C)cc2)cc1OC,6,5,-3,1.0%,0.3,3,0,2,0%
O=C(COC(=O)C(Cc1ccccc1)NC(=O)c1ccco1)NC1CC1 (stereo not given),13,0,-3,-2.6%,-0.3,0,0,-2,0%
O=C(NCc1ccccc1)NC1(C(=O)N2CCN(c3ccccc3)CC2)CCCCC1,7,-2,0,1.9%,-0.7,15,-1,-2,-9%
Cc1ccc(NC(=O)CCN2C(=O)c3cccc([N+](=O)[O-])c3C2=O)c(Br)c1,1,-3,-6,-3.3%,-1.2,6,2,-6,-14%
Cc1cccc(NC(=O)C2SC(=Nc3c(C)cccc3C)C(C(=O)N3CCOCC3)=C2N)c1 (stereo not given),-6,-6,-7,1.8%,-0.2,-5,1,-8,-10%
O/N=C(\C[n+]1ccccc1)c1ccc(Br)cc1,12,30,2,0.5%,-1.5,13,4,11,4%
C/C(=N\OCC(=O)Nc1ccccc1C(C)(C)C)c1ccc2c(c1)OCCO2,-14,4,-2,2.0%,0.4,-5,6,-1,-17%
O=C(CSc1nncn1-c1ccccc1)Nc1ccccc1,-15,1,1,0.1%,0.7,0,1,9,-9%
O=C(c1ccc(N2C(=O)CCC2=O)cc1)N1CCN(c2ccccc2)CC1,2,7,-5,2.1%,0.3,15,0,3,-8%
COCCNC(=S)NNC(=O)c1cccs1,3,8,0,3.7%,0.2,nt,0,-1,-4%
CCCn1c(SCC(=O)Nc2ccc(C(=O)Nc3ccccc3OC)cc2)n[nH]c1=O,-24,0,2,-0.4%,0.2,11,0,8,-7%
CCOc1ccc(CNCc2c(C(=O)O)c(C)n(Cc3c(F)cccc3Cl)c2C)cc1OC,-20,-9,-2,-0.7%,-0.1,2,-2,-1,0%
COc1ccc(C(=O)Nc2ccccc2N2CCCC2)cc1S(=O)(=O)N1CCOCC1,-8,4,2,0.1%,0.0,-11,0,-4,nt
Nc1nc(-c2cc(Cl)cc(Cl)c2OC(F)F)cs1,6,14,2,2.2%,0.2,-4,1,-6,?
Cc1ccc(S(=O)(=O)NCC(=O)OC(C)C(=O)NC(=O)NC2CCCCC2)cc1C (stereo not given),13,-7,-4,-0.2%,-0.9,-8,0,6,nt
C=CCOc1ccc(C2NC(=S)NC(C)=C2C(=O)c2ccccc2)cc1OC (stereo not given),-15,-17,-1,1.0%,0.4,-2,3,10,-4%
CNS(=O)(=O)c1cccc(C(=O)OCc2cc(Cl)cc3c2OCOC3)c1,15,-2,-5,2.5%,-0.6,3,4,0,?
CC(C)c1nnc(NC(=O)CCC(=O)Nc2ccc(Cl)cc2)s1,-15,-4,-1,-0.5%,0.0,-27,5,-13,1%
Cc1ccc(OCC(=O)NC(=S)Nc2ccc(S(=O)(=O)Nc3cc(C)on3)cc2)c(Br)c1,-12,-2,-2,1.2%,-0.7,7,7,-6,-2%
COCC(=O)N1CCC(Oc2ccc(C(=O)N[C@H](C(=O)OC)C(C)C)cc2)CC1,1,-5,-2,-0.4%,0.3,1,10,-3,-3%
N#C/C(=C\c1ccc(-c2ccccc2C(=O)O)o1)c1nc2ccccc2[nH]1,0&0,-3&1,-1&0,6.1%&1.2%,46*!,5&1,38*,0&-1,15%&-5%
Cn1c(=O)c2c(O)c([N+](=O)[O-])c(=O)n(C)c2n(C)c1=O,-11,4,4,2.1%,0.0,8,0,-4,-4%
Cn1c(=O)c2c(nc(Sc3ncccn3)n2Cc2ccccc2Cl)n(C)c1=O,-2,nt,1,-1.0%,-0.2,-13,0,7,-17%
CN(CC(=O)Nc1ccccc1C(F)(F)F)C(=O)CCc1nc2ccccc2c(=O)[nH]1,-10,10,-1,1.4%,-0.4,-8,-2,-3,nt
CCc1cc2c(=O)n(CC(=O)NCCc3ccc(OC)c(OC)c3)cnc2s1,-2,-9,-5,2.5%,-0.7,7,-1,-3,-5%
COc1ccc([C@H]2CC(=O)C=C(c3ccc(Cl)c(Cl)c3)C2)cc1,nt,-20,3,-0.4%,0.8,-24,3,-3,nt
COc1ccc(CNC(=O)c2ccc3nc(CCc4ccccc4)oc3c2)c(OC)c1,nt,-42*,-2,3.4%,1.6,-2,30,20,2%
Cc1cc(C)c(C)c(S(=O)(=O)N2CCN(C(=O)CCc3nc4ccccc4c(=O)[nH]3)CC2)c1C,-1,12,-1,-0.1%,-0.9,-2,2,-6,-5%
CCC/C(C)=C/c1ccc(CC)cn1,-5,11,2,-0.2%,-1.3,10,3,11,12%
Cc1cc(C)nc(N/N=C/c2ccccc2OCc2ccc([N+](=O)[O-])cc2)n1,0,-8,1,2.7%,-0.8,0,-1,-3,-12%
CCCc1cc(=O)[nH]c(N2CCN(Cc3ccc4c(c3)OCO4)CC2)n1,0,7,-7,0.1%,0.0,-10,2,-5,-10%
CCCC(=O)Nc1nnc(SCC(=O)NCc2cccs2)s1,9,14,0,-0.9%,-0.5,-1,1,1,-6%
CC(C)(C)c1ccccc1OCC(=O)Nc1ccccc1C(=O)NCc1cccnc1,-27,-11,-7,0.4%,1.1,-3,6,-1,-22%
C#CCOCCOCCOCCNc1nc(N2CCN(C(=O)CCCCCCCCCCNC(=O)Cn3cc(C[C@@H](C)O)nn3)CC2)nc(N2CCN(C(=O)CCCCCCCCCCNC(=O)[C@H](CCCN=C(N)N)n3cc(C[C@@H](C)CC)nn3)CC2)n1,nt,6,-1,0.4%,-0.2,-15,2,-1,nt
CCCCSc1nnc2nc(C)cc(C)n12,14,30,0,1.5%,-1.2,-2,2,4,?
Cc1cc(C)cc(NC(=O)C(=O)NC(C)c2ccccc2)c1 (stereo not given),-7,-5,1,2.8%,0.4,-1,-1,-11,2%
CCc1ccccc1NC(=O)c1cc(-c2ccc3c(c2)OCO3)on1,8&1,2&-17,-7&1,21%&18%,0.2&1.1,2&-20,1&1,-10&-2,2%&-10%
CCOC(=O)C(=CNc1ccc2c(c1)nnn2-c1ccc(Cl)cc1)C(=O)OCC,-8,18,-3,6.0%,-0.5,16,2,0,-7%
CCSc1ncc(Cl)c(C(=O)Nc2c(C(=O)Nc3ccc(Cl)cc3)oc3ccccc23)n1,9,2,0,-0.3%,0.0,13,0,-3,4%
O=C(NCC(c1cccnc1)N1CCN(c2ccc(F)cc2)CC1)OCc1ccccc1 (stereo not given),-7,-2,1,0.7%,-0.4,3,1,8,-13%
Cc1ccnc(NC(=O)CCC(=O)N(CC(=O)NCc2ccccc2)Cc2ccc(F)cc2)c1,-11,13,-6,1.5%,-1.0,-8,3,4,-1%
CC(C)CCNC(=O)C1CCC(CNc2c(N3CCCC3)c(=O)c2=O)CC1 (stereo not given),-11,-6,5,4.8%,-0.6,nt,1,10,3%

# Record cards, as listed above. Screens in order: RXFP1 antag	D1 antagonist	D1 PAM	RXFP1 ag	TRHR agonist	D2 potentiator	D1 agonist	TRHR PAM	Anesthetic bind
# Profile of Cc1cc(C)cc(NC(=O)C(=O)NC(C)c2ccccc2)c1 (stereo not given) → -7	-5	1	2.8%	0.4	-1	-1	-11	2%
# Profile of CCCCSc1nnc2nc(C)cc(C)n12 → 14	30	0	1.5%	-1.2	-2	2	4	?

# Looked up one by one from the entries so far:
SMILES,RXFP1 antag,D1 antagonist,D1 PAM,RXFP1 ag,TRHR agonist,D2 potentiator,D1 agonist,TRHR PAM,Anesthetic bind
CCCC(=O)Nc1nnc(SCC(=O)NCc2cccs2)s1,9,14,0,-0.9%,-0.5,-1,1,1,-6%
Cn1c(=O)c2c(nc(Sc3ncccn3)n2Cc2ccccc2Cl)n(C)c1=O,-2,nt,1,-1.0%,-0.2,-13,0,7,-17%

# More structures follow.
SMILES,RXFP1 antag,D1 antagonist,D1 PAM,RXFP1 ag,TRHR agonist,D2 potentiator,D1 agonist,TRHR PAM,Anesthetic bind
CCOc1ccccc1NC(=S)N(CCCN1CCOCC1)Cc1cn(C)c2ccccc12,-13,10,-4,3.1%,-0.3,6,1,9,-5%
CCOc1ccc(S(=O)(=O)N(C)CCO)cc1-c1nc2c(C(C)(C)C)nn(C)c2c(=O)[nH]1,8,3,-1,2.1%,1.1,-3,1,-6,-18%
CCOC(=O)/C(=N\Nc1cc(Cl)ccc1Cl)N1CCN(C)CC1,-8,19,-3,1.9%,0.9,6,10,2,-16%
COC(=O)c1sc(NC(=O)COc2cccc(C)c2)nc1C,32,4,5,2.6%,-0.2,5,1,-4,-5%
CC(=O)Nc1ccc(S(=O)(=O)Nc2nc3ccccc3nc2N2CCCC2)cc1,-15,-5,0,-0.5%,1.3,2,0,13,-9%
Cc1ccnc(NC(=O)CCC2COc3ccccc3O2)c1 (stereo not given),-9,-12,-2,1.9%,0.1,nt,1,3,-9%
O=C(NCC(=O)N1CCN(c2ccccc2O)CC1)c1ccc2c(c1)OCO2,7,5,0,-1.8%,-0.1,9,-1,-2,-5%
Cc1cc(C)c(S(=O)(=O)Nc2ccc(-c3ccc(N4CCCCC4)nn3)cc2)c(C)c1,-25,-7,-1,-0.5%,0.4,-4,2,2,-10%
CCN(CC)C(=O)Cn1cc(SCC(=O)NC)c2ccccc21,-11,-7,-6,-0.9%,0.4,5,1,-4,-4%
COc1ccc(C2CC(c3ccccc3)=NN2C(=O)COC(=O)c2ccc(S(C)(=O)=O)cc2)cc1 (stereo not given),-8,3,-3,0.2%,1.0,15,5,-1,nt
O=C(CN1CCN(C(=O)N2CCOCC2)CC1)Nc1cc(Cl)ccc1Cl,-4,4,-10,-0.8%,1.3,3,4,10,8%
Cc1ccc(CSCC(=O)N(C)CC(=O)Nc2cccc(F)c2)cc1,?,-13,0,-0.4%,0.3,3,5,-1,nt
O=C(CCNS(=O)(=O)c1cccc2nonc12)Nc1ccc(F)cc1,nt,-4,0,2.1%,0.1,4,1,0,2%
Oc1ccc(-c2csc(Nc3ncccn3)n2)cc1,3,-6,-3,-2.2%,-0.8,6,-1,-1,5%
COc1ccccc1C(=O)NCCC(=O)N1CCN(S(=O)(=O)c2ccccc2C(F)(F)F)CC1,-11,20,-3,1.7%,0.3,-4,1,-13,nt
Cc1cccc(OCCC(=O)NNC(=O)c2ccoc2C)c1,11,18,-1,-0.4%,-2.5,nt,5,-6,nt
